Bioassay records deposited in PubChem by several laboratories.
SR-BI HDL uptake: inhibitors of mouse SR-BI mediated HDL lipid uptake; ldlA[mSR-BI] CHO cells, DiI-HDL uptake fluorescence, 3 h; inhibition, % at 12.5 µM; 320,000 tested, 0.96% active; AID 488896;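 active = mean replicate inhibition of at least 70% and a set share of replicates each scoring 70 or more; inconclusive = meets just one of the two criteria; inactive = fails both criteria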;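 also: 0% = median of neutral control wells and 100% = median of positive control wells; values of inactives mirror those of a sister screen read the other way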
dFosB activator: activators of mouse delta FosB homodimer | activation, % at 25 µM | 340,000 tested, 0.99% active | P13346 | purified delta FosB, TAMRA-CDK5 oligo fluorescence polarization; percent of positive-control signal above neutral wells | AID 493131;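 active = mean activation above about 17%, with every replicate also reaching it, limit read from the data, passing the limit was not always enough; inconclusive = only one of the two conditions met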;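 also: fluorescence polarization rise as delta FosB binds a TAMRA Cdk5 AP-1 oligo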
Target sequence (P13346 whole entry, looked up): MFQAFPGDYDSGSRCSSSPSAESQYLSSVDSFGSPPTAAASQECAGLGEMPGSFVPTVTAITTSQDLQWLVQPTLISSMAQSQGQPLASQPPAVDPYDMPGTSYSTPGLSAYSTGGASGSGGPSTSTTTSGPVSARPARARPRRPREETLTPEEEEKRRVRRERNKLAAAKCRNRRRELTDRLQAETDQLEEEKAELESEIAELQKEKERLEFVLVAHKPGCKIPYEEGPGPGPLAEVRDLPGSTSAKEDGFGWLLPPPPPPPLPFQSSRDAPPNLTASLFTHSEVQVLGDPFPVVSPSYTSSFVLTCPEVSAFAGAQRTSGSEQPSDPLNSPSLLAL
CDK5 inh: inhibitors of human CDK5/p35 kinase | Recombinant CDK5/p35, ADP-Glo luminescence, 60 min | inhibition, % at 10 µM | 330,000 tested, 0.01% active | AID 488839;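 active = highest replicate inhibition of at least 50% and at least 75% of replicates reaching 50%; inconclusive = only one of the two criteria met; inactive = both criteria failed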;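 also: plate controls were DMSO neutral control for no effect and GW8510 at 10 µM for full effect; many of its hits are not listed in these tables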
Target sequence (Q00535 whole entry, looked up): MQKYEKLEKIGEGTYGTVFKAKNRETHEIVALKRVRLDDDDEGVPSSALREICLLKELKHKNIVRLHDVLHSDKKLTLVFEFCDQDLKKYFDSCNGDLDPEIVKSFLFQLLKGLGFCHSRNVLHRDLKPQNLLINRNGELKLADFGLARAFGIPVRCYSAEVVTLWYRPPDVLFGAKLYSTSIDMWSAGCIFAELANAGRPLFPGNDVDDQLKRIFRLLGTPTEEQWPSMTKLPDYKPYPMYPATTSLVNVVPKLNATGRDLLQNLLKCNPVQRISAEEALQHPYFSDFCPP
Target sequence (Q15078 whole entry, looked up): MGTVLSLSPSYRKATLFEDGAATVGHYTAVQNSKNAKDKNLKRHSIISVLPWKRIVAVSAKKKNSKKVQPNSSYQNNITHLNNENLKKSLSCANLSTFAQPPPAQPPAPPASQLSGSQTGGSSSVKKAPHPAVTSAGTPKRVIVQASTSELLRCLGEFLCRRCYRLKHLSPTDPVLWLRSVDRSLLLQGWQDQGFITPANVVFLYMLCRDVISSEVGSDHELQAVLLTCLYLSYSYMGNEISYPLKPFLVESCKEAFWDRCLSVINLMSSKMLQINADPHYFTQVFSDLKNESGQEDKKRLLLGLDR
Rtt109 HAT inh: inhibitors of Candida albicans Rtt109/Vps75 histone acetyltransferase; Q5AAJ8; purified Rtt109/Vps75, ThioGlo CoA-SH fluorescence, 4 h; inhibition, % at 34.9 µM; 330,000 tested, 0.16% active; AID 540336;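 active = inhibition of at least 50% in every replicate; inconclusive = best replicate reaches 50% inhibition but some replicates fall short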
MITF TRPM1 HTS: MITF TRPM1 promoter activation in melanoma cells; SK-MEL-5 TRPM1-promoter luciferase, 24 h; % of positive control, neutral wells = 0; activation, % at 12.5 µM; 300,000 tested, 0.75% active;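 active = mean activation of at least 80% with every replicate also reaching 80%; inconclusive = mean reaches 80% but some replicate falls short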;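 also: 0% = neutral control wells and 100% = parthenolide positive control wells; values of inactives mirror those of a sister screen read the other way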
PvdQ inh: P. aeruginosa PvdQ acylase inhibition. purified PvdQ acylase, fluorescence plate reader. inhibition, % at 10 µM. 340,000 tested, 0.063% active; in the data active = inhibition above about 30%, passing the limit was not always enough; inconclusive = no clear call, values can overlap the other calls;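 also: 0% = vehicle neutral wells and 100% = reference inhibitor wells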
SR-BI uptake up: enhances SR-BI lipid uptake from DiI-HDL | AID 504775 | CHO ldlA[mSR-BI] cells, DiI-HDL uptake fluorescence, 3 h; 100 = double the neutral-control signal | activation, % at 12.5 µM | 320,000 tested, 0.096% active;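 active = mean replicate activation of at least 60% and every replicate at or above 60%; inconclusive = mean or all-replicate condition met, but not both; inactive = mean below 60% and not all replicates reaching 60%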;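 also: 0% = median plate neutral-control signal and 100% = twice that signal; values of inactives mirror those of a sister screen read the other way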
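material = CHO ldlA[mSR-BI] cells | medium = Ham's F12 with 0.5% BSA, HEPES 25 mM, pH 7.4 | reagent = fluorescent DiI-HDL, 10 µg/mL final | compound dosing = single-point compound dose | incubation = 3 h, 37 °C | measured by = bottom-read fluorescence, 550/595 nm | measure = HDL uptake via cellular fluorescence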
RTF Ca sens act: cardiac RTF calcium sensitization; IANBD-labeled TnC RTF fluorescence at EC20 calcium; 0% EC20 calcium, 100% full calcium; P19429+P45379; 340,000 tested, 0.24% active; activation, % at 7.2 µM;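 active = activation above the mean over all tested compounds plus 3 SD, cut at about 30% in these data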;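 also: rise in fluorescence read as greater calcium sensitivity of cardiac thin filaments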
Wnt bcat act: activators of Wnt/beta-catenin signaling | Wnt/beta-catenin reporter cell assay, activator, plate reader | activation, % at 9.35 µM | 300,000 tested, 1.2% active; in the data active = activation above about 30%, passing the limit was not always enough; inconclusive = no clear call, values can overlap the other calls;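 also: 0% = neutral control wells and 100% = positive control wells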
HTR5A ag: HTR5A agonism, opioid heterodimer counter-screen; activation, % at 9.3 µM; HTR5A agonist assay, luminescence, cell-based; 340,000 tested, 0.61% active; in the data active = activation mostly above about 9.5%, no sharp cut-off; inactive = mostly below about 7.6%;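 also: 0% = cells with vehicle only and 100% = reference agonist; strong numbers were not always called active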
The depositor's hits bear a star; ? = inconclusive; / = not tested or not shown.

SMILES	SR-BI HDL uptake	dFosB activator	CDK5 inh	Rtt109 HAT inh	MITF TRPM1 HTS	PvdQ inh	SR-BI uptake up	RTF Ca sens act	Wnt bcat act	HTR5A ag
CSc1nc2nc(C)cc(-c3ccccc3)n2n1	3	-10	-2.4	-33	20	-10	-3	11	/	1
O=C1CCC([N+](=O)[O-])C(c2ccc(Cl)cc2)N1 (stereo unspecified)	-12	-8	-0.5	1	2	-12	12	1	-6	2
Cc1cccn2c(=O)c(C=NCc3ccco3)c(Nc3ccc(SC(F)F)cc3)nc12	/	-6	-1.1	1	/	-12	/	-1	/	3
CCOc1ccc(C(=O)CN2CCN(S(=O)(=O)c3ccc(Br)cc3)CC2)cc1	22	-2	1.4	6	-6	1	-22	5	-5	-10
Cc1ccn2cc(CNC(=O)c3ccc(Br)o3)nc2c1	-21	4	-1.5	0	/	-11	21	2	-3	8
O=C1NN(c2ccc(F)cc2)C(=O)/C1=C\C=C\c1ccco1	9	2	-5.4	-4	-2	20	-9	-6	/	-2
Cc1ccc(C(NC(=O)Nc2ccccn2)C(Cl)(Cl)Cl)cc1F (stereo unspecified)	/	-2	0.2	-5	-18	-3	/	2	1	12*
CCC1CSC(=Nc2ccc(C)cc2)N1C(=O)CN1C(=O)NC2(CCCC2)C1=O (stereo unspecified)	0	-22	0.5	8	37	-11	0	0	23	-1
CNCCCOc1ccc(Cl)cc1C(C)(C)C	-10	3	-0.8	-7	15	-9	10	-9	-2	0
CCN(c1cccc(C)c1)S(=O)(=O)c1c(C)[nH]c(=O)[nH]c1=O	-3	-2	-4.3	1	1	-11	3	4	/	0
CCNC(=O)c1ccc(CSc2ccc(Cl)cc2)cc1	-7	-2	-0.9	/	21	-11	7	-3	18	-2
Cn1c(CSc2nc3ccccc3s2)nc2ccccc21	17	-9	-2.8	-11	75	-14	-17	4	/	-2
COCCn1c(SCC(=O)Nc2ccc3c(c2)CCC3)nc2ccccc2c1=O	-9	-13	-0.8	17	24	-1	9	-4	-2	-2
Cc1ncoc1C(=O)N1CCc2c([nH]c3ccccc23)C1C(C)(C)C (stereo unspecified)	2	-6	-1.4	10	/	-3	-2	16	-1	2
Cc1ccc(C)c(N2CCN(CCCNC(=O)Cn3cccc3C(=O)c3ccccc3C)CC2)c1	16	-14	-0.7	7	-56	-6	-16	1	-1	0
COc1cc(S(=O)(=O)N2CCCCC2)ccc1NC(=O)/C=C/c1ccccc1	33	9	0.5	8	8	-9	-33	2	/	-1
O=C(/C=C/c1ccccc1)NNC(=O)c1cccc(Cl)c1	-12	-6	1.1	-5	6	-15	12	-5	/	0
Cn1ncc(Cl)c1C(=O)NCc1ccc(Cl)cc1	-9	2	/	-1	10	13	9	-3	0	3
O=C(O)C1CCC1C(=O)Nc1nc(-c2ccc(Cl)s2)cs1 (stereo unspecified)	-14	-1	-1.3	1	2	-28	14	8	-1	3
Cc1cnc(C(=O)Nc2ccc(F)c(F)c2)cn1	6	4	0.9	-7	79	17	-6	2	/	-4
CC(C)(C)c1ccc(C(=O)N/N=C/c2cccc(Cl)c2)cc1	4	2	-1.8	7	/	-7	-4	0	?	6
CC(=O)Nc1sc2c(c1C(c1cccc(Cl)c1)N1CCN(CCO)CC1)CCCC2 (stereo unspecified)	-4	-13	-3.3	10	/	-13	4	5	1	-4
Cc1sc2nc(CN(Cc3cccs3)C(=O)C3CC3)[nH]c(=O)c2c1C	11	-2	0.0	6	-2	-10	-11	-1	-7	-3
CCCNC(=O)C1CC(=O)N(c2ccc(OCC(=O)Nc3cccc(C)c3C)cc2)C1 (stereo unspecified)	30	-7	2.1	-2	/	9	-30	3	-3	3
COc1ccc(S(=O)(=O)N2CCCN(C)CC2)cc1	-11	-2	1.2	-3	8	-7	11	-5	0	-2

Next part.
SMILES	SR-BI HDL uptake	dFosB activator	CDK5 inh	Rtt109 HAT inh	MITF TRPM1 HTS	PvdQ inh	SR-BI uptake up	RTF Ca sens act	Wnt bcat act	HTR5A ag
COc1cc(C(=O)NC2CCCCC2)ccc1OC1CCN(C(C)=O)CC1	-2	2	0.5	-9	-6	-11	2	0	0	-2
CCC/C(=N/NC(=O)c1nnn(-c2nonc2N)c1CN1CCCCC1)c1ccccc1	/	-8	0.2	5	4	-1	/	3	-1	3
CC(C)CCNC(=O)CN(CCCN1CCOCC1)C(=O)Cn1nnc(-c2ccc(F)cc2)n1	5	-2	-2.4	-1	4	-8	-5	0	-3	3
Cc1cc(C)cc(N(CC(=O)NC2CCCCC2)C(=O)c2csnn2)c1	3	-9	1.3	7	8	-9	-3	1	-3	0
COc1ccc(Nc2cc(C)c3ccccc3n2)cc1	0	3	-1.0	2	61	-7	0	-5	8	0
COc1ccc(OCc2nnc(SCC(=O)NCc3ccco3)o2)cc1	-10	-5	-1.6	-7	-4	-16	10	2	-2	-4
O=C(NCc1csc(-c2cccs2)n1)Nc1cccc(Cl)c1	-1	66*	-0.3	-20	4	-10	1	-6	-2	2
Cc1ccsc1C(=O)NNC(=O)c1csc(N2CCOCC2)n1	-25	1	0.0	-11	4	-9	25	-2	0	2
Cc1nnsc1C(=O)NC(C)C12CC3CC(CC(C3)C1)C2 (stereo unspecified)	-8	-4	1.6	1	9	-2	8	0	-2	3
Cn1nnc2cc(C(=O)Nc3ccc4ccccc4c3)ccc21	-8	-4	1.2	0	?	-7	8	6	56*	0
CC1=CC2(O)OCCN(CCO)C2=CC1=O (stereo unspecified)	-8	-3	0.6	1	-13	-4	12	6	-1	4
CSc1nccc(Oc2cncc(Cl)c2)n1	-16	-5	-4.2	3	9	-1	16	-1	/	4
CN(C)c1ccc(-c2cc(O)c3ncccc3c2)cc1	7	-1	1.3	1	20	17	-7	-5	13	-3
COc1cccc(Nc2nc3ccccc3n3nnnc23)c1	35	-4	-0.4	4	49	-7	-35	8	20	3
CC(C)n1ncc2c(C(=O)N3CCN(c4ccccc4)CC3)cc(-c3ccccc3)nc21	-1	-3	2.0	8	-7	13	1	-5	1	-2
Cc1n[nH]c(=S)n1/N=C/c1ccccc1	-22	2	0.5	-4	-8	-12	22	2	2	-2
O=C(C1CCCCC1)N1CCN(c2nc(-c3ccc(F)cc3)cs2)CC1	8	-8	-1.1	-15	4	-11	-8	-6	-2	0
CCN(CC(=O)NCc1ccc(F)cc1)C(=O)Cc1c(F)cccc1Cl	/	-3	0.4	8	-2	-5	/	-4	-3	2
O=C1CC(c2ccc(F)cc2)SC(N(c2ccccc2)c2ccccc2)=N1 (stereo unspecified)	22	-6	1.0	12	8	-10	-22	0	2	7
O=Cc1cccc(Oc2ncccn2)c1	9	-7	-0.1	13	-3	-8	-9	0	-1	1
CCc1noc(C)c1C(=O)Nc1nc(-c2ccc(Cl)cc2Cl)c(C)s1	75*	-7	-0.6	-2	-7	-13	-75	2	-5	-1
O=c1c2ccccc2oc2ncccc12	-34	-4	0.1	1	/	-1	34	-1	0	1
O=C(COC(=O)CCc1ccc(S(=O)(=O)N2CCOCC2)cc1)Nc1cccc(Cl)c1	1	-10	-0.1	6	5	-11	-1	0	0	6
N#Cc1c(NC(=O)Cn2c(=O)oc3ccccc32)oc(-c2ccccc2)c1-c1ccccc1	10	-16	-0.9	1	-2	-9	-10	-1	/	-1
COc1ccc(-c2c(C)nc3c(-c4ccccn4)cnn3c2N)cc1	-3	-9	0.0	-2	/	10	3	-8	22	-5

Other compounds
SMILES	SR-BI HDL uptake	dFosB activator	CDK5 inh	Rtt109 HAT inh	MITF TRPM1 HTS	PvdQ inh	SR-BI uptake up	RTF Ca sens act	Wnt bcat act	HTR5A ag
COc1ccc(NC(=O)c2ccc(N(C)S(C)(=O)=O)cc2)cc1OC	29	2	1.1	-2	13	-6	-29	-6	/	1
CC(C)c1ccc(/C=N/NC(=O)c2cccc(S(=O)(=O)N3CCOCC3)c2)cc1	?	-3	-1.4	-1	-13	-11	-71	3	-3	5
Cc1cc(C(=O)COc2ccccc2C#N)c(C)n1C1CC1	56	-1	0.2	3	34	-13	-56	2	9	-5
CC(=O)c1ccc(OCCCC(=O)OCC(=O)Nc2ccc3[nH]c(=O)[nH]c3c2)cc1	-11	14	-0.6	2	4	-5	11	-5	1	1
Clc1ccc(Cn2cccn2)cn1	-25	-10	2.1	6	9	-7	25	3	-2	-2
CC(=O)OCC1OC(COC(C)=O)(c2ccc(C)cc2)C(OC(C)=O)C1OC(C)=O (stereo unspecified)	-2	1	-2.3	1	-2	-8	2	-3	-2	-2
Cc1ccc(NC(=O)C2OCCc3ccccc32)cc1Cl (stereo unspecified)	25	-8	-1.2	12	27	-12	-25	-4	0	2
COc1ccc(-n2ccnc2SCC(=O)NCc2ccccc2)c(OC)c1	13	-11	-0.3	3	-5	-11	-13	-3	5	1
N/C(=N\OS(=O)(=O)c1ccc2ccccc2c1)c1ccccn1	-3	-2	-1.2	4	-3	6	3	2	0	-2
CNc1nc(N)c([N+](=O)[O-])c(Nc2cccc(F)c2)n1	9	-2	-1.0	-12	/	4	-9	-2	0	2
O=Cc1c(Nc2cccc(C(F)(F)F)c2)nc2ccccn2c1=O	-22	-8	0.9	-2	6	-9	22	-1	1	5
N#C/C(=C\c1ccncc1)c1nc2c(s1)CCCC2	12	1	0.3	57*	30	6	-12	-1	1	1
Cc1cc2c(c(=O)n1CCc1ccccc1)C(C(C)C)C(C#N)=C(N)O2 (stereo unspecified)	13	4	-0.2	-4	31	-7	-13	-4	-3	3
O=[N+]([O-])c1cccc(-n2nncc2-c2ccccc2)c1	-6	3	1.0	-3	13	0	6	-6	-1	2
CC(=O)N1CCN(c2ccc(NCc3ccc(-c4ccc(Br)cc4)o3)cc2)CC1	15	9	2.2	-12	-11	-1	-15	0	-3	-2
O=C1CCCCCN1C(=O)c1ccc(C(=O)N2CCCCCC2=O)cc1	-7	5	-1.7	-20	/	-16	7	1	0	-2
C/C(Cc1ccccc1)=N\NC(=O)CNC(=O)c1ccccc1Br	-1	-4	1.0	/	-2	-18	1	4	2	-1
CCOC(=O)C1CCN(Cc2coc3ccc(Cl)cc3c2=O)CC1	-1	2	0.7	-26	2	-14	1	3	/	3
CCCCNC(=O)/C=C/c1ccc(S(=O)(=O)Nc2ccc(OC)cc2)cc1	18	-16	-0.3	4	-1	-7	-18	0	-3	6
COc1ccc(Cc2nc3ccc(C(=O)N4CCCN(C=O)CC4)cc3o2)cc1	-14	-3	/	2	1	-3	14	-1	0	-2
CN(C)CCSc1nc(-c2ccccc2)nc2c1COC(C)(C)C2	-14	-5	1.7	5	-3	2	14	-4	/	0
CCc1cccc(CC)c1NC(=O)c1ccccc1CCc1ccccc1	41	-10	-1.6	10	-3	-7	-41	0	/	-2
CNC(=O)Nc1cc(NC(=O)NC)cc(C(F)(F)F)c1	-3	-2	3.1	1	/	-15	3	2	1	-1
CCOC(=O)c1c(C)[nH]c(C(=O)CN2C(=O)C(=O)N(CC(C)C)C2=O)c1C	-13	2	1.5	6	5	10	13	3	-1	0
